# From PubChem BioAssay
# VIM-2 inhibitor = inhibitors of Pseudomonas aeruginosa VIM-2 metallo-beta-lactamase. purified VIM-2, nitrocefin hydrolysis, epi-absorbance fluorescence. inhibition, % at 5.6 µM. 290,000 tested, 0.89% active;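 active = inhibition above the mean of all tested compounds plus 3 SD, cutoff set per screening run, cut at about 7.5% in these data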;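 note: red hydrolysis product quenches plate fluorescence so inhibitors raise well fluorescence; 0% = enzyme with DMSO and 100% = DMSO without enzyme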
# p-CIP stab down = p/CIP protein destabilization; Q05BA5; AID 1984; F442A p/CIP-EGFP cells, EGFP fluorescence, 16 h; decrease of EGFP signal, % at 10 µM; 290,000 tested, 0.01% active;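 active = EGFP signal decrease of at least 30% at 10 µM or well 3 SD below plate mean, unless failing retest; inactive = the rest, including hits failing retest or dose response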; note: some compounds called inactive have numbers as strong as hits; many of its hits are not listed in these tables
# IDE cell activ = boosts human insulin-degrading enzyme activity in HEK cells; FAbeta-B cleavage, fluorescence polarization; 0% vehicle, 100% cell-free pure enzyme wells; activation, % at 5.96 µM; P14735; 340,000 tested, 0.073% active;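 active = activation above the mean of all tested compounds plus 3 SD, set per screening campaign, cut at about 17% in these data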
# IMP-1 inh = inhibitors of Pseudomonas aeruginosa IMP-1 metallo-beta-lactamase. purified IMP-1, nitrocefin hydrolysis, epi-absorbance fluorescence. inhibition, % at 5.6 µM. 290,000 tested, 0.45% active;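 active = inhibition above the mean plus 3 SD of all compounds in the same screening run, cut at about 4.5% in these data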;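 note: 0% = IMP-1 with DMSO and 100% = DMSO wells lacking enzyme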
#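 System: purified IMP-1; amount: IMP-1 0.2 nM before substrate addition; compound: single dose, 5.6 µM; times: 25 °C, 15 min preincubation, 25 min reaction; signal: Epi-absorbance via hydrolysed-nitrocefin quenching of white-plate fluorescence, 480/530 nm, EDTA stop; benchmarks: DMSO with and without IMP-1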
# DNA FID counter = fluorescent intercalator displacement, NS3 helicase counter-screen; inhibition, % at 7.9 µM; DNA fluorescent intercalator displacement, fluorescence; 290,000 tested, 0.17% active; AID 1845; in the data active = inhibition above about 37%;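 note: 0% = vehicle and 100% = reference compound; higher means more ethidium bromide displaced from hairpin DNA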
# SUMO HTRF inh = inhibitors of human SUMOylation (UBC9); P63279; HTRF SUMOylation assay, SAE1/SAE2 + UBC9, in vitro; inhibition, % at 35 µM; 290,000 tested, 0.36% active; AID 2006; in the data active = inhibition above about 50%, passing the limit was not always enough; note: strong numbers were not always called active
# Target sequence (P63279 whole entry, looked up): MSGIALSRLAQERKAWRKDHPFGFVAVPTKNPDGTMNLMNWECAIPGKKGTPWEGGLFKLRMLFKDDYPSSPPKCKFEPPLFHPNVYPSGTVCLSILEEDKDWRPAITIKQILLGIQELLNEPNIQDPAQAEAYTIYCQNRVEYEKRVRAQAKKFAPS
# PfM18AAP inh = blocks P. falciparum M18 aspartyl aminopeptidase; recombinant PfM18AAP, H-Glu-NHMec fluorogenic cleavage; inhibition, % at 7.35 µM; 290,000 tested, 1.2% active;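 active = inhibition above the campaign mean inhibition over all tested compounds plus 3 SD, cut at about 28% in these data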;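 note: 0% = plate median of test compound wells and 100% = 2 mM ZnCl2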
# HCV NS3 hel inh = blocks Hepatitis C virus NS3 helicase unwinding; 290,000 tested, 0.56% active; NS3 helicase DNA unwinding, Cy5 molecular beacon fluorescence; inhibition, % at 10.9 µM; AID 1800;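 active = inhibition above the mean of all tested compounds plus 3 SD, set per campaign, cut at about 35% in these data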;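 note: 0% = DMSO wells and 100% = thioflavine S control wells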
#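 System: NS3 helicase fragment of HCV / Schedule: 1 h at 25 °C / Control set: DMSO alone as 0% and 110 µM thioflavine S as 100% / Reagent: Cy5/quencher beacon DNA duplex and ATP to start / Technique: Cy5 fluorescence / Replication: singlicate / Evaluation: % inhibition of end-to-start signal ratio versus controls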
# IDE inh = inhibitors of human insulin-degrading enzyme in cells | HEK cells, FAbetaB cleavage, fluorescence polarization | 320,000 tested, 0.41% active | inhibition, % at 5.59 µM;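 active = percent inhibition above the average of all tested compounds plus 3 SD, set per screening campaign, cut at about 16% in these data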;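 note: IDE supplied by intact live HEK cells; FP after avidin binding of uncleaved biotin substrate so inhibition keeps polarization high; 0% = DMSO wells and 100% = 60 µM reference IDE inhibitor Ii1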
# * = called active by the depositor; . = not tested or not shown.
SMILES,VIM-2 inhibitor,p-CIP stab down,IDE cell activ,IMP-1 inh,DNA FID counter,SUMO HTRF inh,PfM18AAP inh,HCV NS3 hel inh,IDE inh
O=C(O)C1CCCCC1C(=O)Nc1ccccc1Cl (stereo unspecified),0.3,-3,2,-1.1,5,18,-1,-2,-4
Cc1ccnc(NS(=O)(=O)c2ccc(NC(=O)c3snnc3C)cc2)n1,-1.6,3,8,-1.3,-7,4,-3,11,-6
C=CC(=O)NCCCc1cc(C(C)(C)C)c(O)c(C(C)(C)C)c1,-1.9,1,2,-2.7,-26,-16,-9,-8,2
Cc1c(C#N)c(N)nc2c3c(sc12)NC(=O)CC3c1ccccc1 (stereo unspecified),-0.7,-1,2,-1.1,-1,0,-5,15,5
N#C/C(=C\c1cc2c(cc1Br)OCO2)C(=O)NCC1CCCO1 (stereo unspecified),0.6,-20,0,-0.9,-4,15,-3,8,-4
COc1cc(CCCN2C(=S)NC[C@@H]2Cc2ccccc2)cc(OC)c1OC,-3.5,-9,1,-4.5,-34,-3,2,-5,2
Cc1[nH]c2ccc(OCc3ccccc3)cc2c1CCN1C(=O)OC(C)(C)C1(C)O (stereo unspecified),-1.9,4,5,-2.0,-18,8,-7,2,0
Cc1ccc(S(=O)(=O)Nc2ccc3ncccc3c2)cc1,-4.8,-9,5,-2.3,-2,16,2,-2,1
CCN(CC)S(=O)(=O)c1ccc(/C=C/C(=O)OCC(=O)Nc2ccc(C(N)=O)cc2)cc1,-0.8,10,2,-3.1,-10,15,-14,-8,-6
Cc1noc(C)c1C(=O)OCC(=O)c1cc(C)n(Cc2ccccc2Cl)c1C,-0.8,8,6,-2.6,-18,-8,7,-5,-1
O=C(NNC(=O)c1ccc2ccccc2c1O)Nc1ccc(F)cc1,-1.9,1,6,-3.3,2,-12,34*,10,-4
CCOc1ccc(C2/C(=C(/O)c3ccc(F)cc3)C(=O)C(=O)N2CCCN(C)C)cc1 (stereo unspecified),-2.4,-2,-3,-2.8,0,3,2,4,1
CC(Sc1ccc(S(=O)(=O)N2CCOCC2)cc1[N+](=O)[O-])C(=O)O (stereo unspecified),2.1,-2,0,0.6,-5,11,33*,29,1
CC(C)(C#CC(O)(c1ccccc1)c1ccccc1)N1CCCC1,0.6,2,1,1.2,26,6,-7,-5,-4
O=C(Cc1ccccc1)N/N=C/c1ccccn1,-7.8,.,1,-3.7,-4,.,-7,-2,1
COC(=O)CN1C(c2cccc(Cl)c2)=Nc2ccc(Cl)cc2C1c1ccccc1 (stereo unspecified),-1.2,-9,6,-3.7,-15,-24,0,-7,7
COCCn1c(SCC(=O)Nc2ncc(C)s2)nc2sc3c(c2c1=O)CCC3,1.8,2,.,-2.4,-17,-1,1,9,.
CCn1c(NC(=S)Nc2ccccc2)nc2ccccc21,-1.4,2,-3,-2.4,-2,-66,-3,-22,9
CC(c1ccc(C(C)(C)C)cc1)S(=O)CC(O)CO (stereo unspecified),-2.1,-4,-1,-0.6,-6,24,-6,0,-4
O=C(CCl)Nc1ccc(S(=O)(=O)Nc2nccs2)cc1,-4.2,2,1,-3.4,-2,-1,-4,-2,3
COC(=O)CCc1c(C)nn(-c2ccccc2)c1C,-3.5,-15,1,-2.2,-4,20,-6,1,-6
O=C(NCCc1ccc(Cl)cc1)c1cc(S(=O)(=O)N2CCCCC2)c[nH]1,-0.3,-2,3,0.9,-46,-4,1,3,1
C=CCn1c(N(C)C)nc2c1c(=O)[nH]c(=O)n2C,.,4,-4,.,.,6,.,.,8
c1cc2c3c(cccc3c1)NC1(CCCCC1)N2,-1.4,8,13,-3.6,2,25,2,4,0
CCN1CCN(C2CCCCC2NS(=O)(=O)c2ccccc2)CC1 (stereo unspecified),-2.4,-3,0,-2.0,6,10,-8,6,-11
SMILES,VIM-2 inhibitor,p-CIP stab down,IDE cell activ,IMP-1 inh,DNA FID counter,SUMO HTRF inh,PfM18AAP inh,HCV NS3 hel inh,IDE inh
CCc1[nH]nc2c1C(C(C)C)C(C#N)=C(N)O2 (stereo unspecified),.,-13,2,.,.,24,.,.,5
COC(=O)[C@H](Cc1ccccc1)NC(=O)C1CCN(C(=O)[C@H](C)NS(=O)(=O)c2ccc(C)cc2)CC1,-1.2,4,4,-0.1,-50,-3,8,2,-1
COc1ccccc1-n1c(COc2ccccc2-c2ccccc2)nnc1SCC(=O)c1c(N)n(C)c(=O)n(C)c1=O,-4.4,-12,1,-3.0,-3,16,2,0,1
CN(C)Cc1c(O)ccc2c(=O)c(-c3ccc(Cl)cc3)coc12,-0.5,-5,-3,-0.9,9,40,-11,-5,-4
O=C(Nc1ccc(Cl)cc1)NC1CCCC1Cc1ccco1 (stereo unspecified),-0.9,-21,2,-1.9,-6,-8,-9,19,8
CN(C(=O)C1CCCO1)c1nnc(-c2cnccn2)s1 (stereo unspecified),-3.6,4,-2,-4.1,-2,9,-3,3,-4
O=C(Cn1c(=O)oc2ccccc21)Nc1nnc(N2CCCCCC2)s1,0.8,-18,-1,-0.1,0,2,-1,-6,-2
Cc1cc(CNC(=O)[C@H]2C[C@@H]2[C@H](NP(=O)(c2ccccc2)c2ccccc2)c2ccccc2)nn1C,-1.2,-1,.,-3.5,-49,31,1,-1,6
CCOC(=O)Nc1ccc(S(=O)(=O)Nc2nc(C)cc(C)n2)cc1,1.6,-2,2,-3.5,-5,-6,14,-1,7
Cc1ccccc1CN(c1ccc(C(=O)N2CCc3ccccc3C2)cc1)S(C)(=O)=O,-2.1,-19,-2,-2.0,-40,10,7,-17,5
O=c1c2[nH]c3ccc(F)cc3c2ncn1C1CCCCC1,-2.3,-6,-6,-0.7,6,4,12,1,2
COCCCNC(=O)c1cc(=O)n(Cc2ccc(Cl)cc2)c2ccccc12,-5.9,-6,1,-4.2,-22,14,-10,-1,-4
C/C(=N\NC(=O)c1cccnc1)c1ccc(-c2ccccc2)cc1,-1.8,-8,.,-1.7,-9,5,-2,1,1
O=C(NCCSc1c[nH]c2ccccc12)c1c(F)cccc1F,3.0,2,2,1.0,0,-6,7,-5,3
Cc1[nH]n(C)c(=O)c1[N+](=O)[O-],-2.4,-3,10,-1.3,4,17,-1,-5,7
CC1(C)C/C(=C(/C#N)C(N)=O)CCO1,-1.4,8,1,-2.2,2,-9,-1,-1,5
CCOc1ccc(C(=O)OC(C)CN2CCCCC2)cc1 (stereo unspecified),0.0,-2,-1,0.6,6,13,-4,-1,3
Cc1cc(-c2nnc(SCC(=O)Nc3ccc(C(F)(F)F)cc3)n2C)no1,-1.6,-13,5,-2.5,-5,5,-1,23,3
COc1ccc(NC(=O)Cc2nnc(SCC(=O)Nc3cc(C)ccc3OC)n2C)cc1,0.2,-19,2,-0.5,-12,20,0,-6,-2
Cc1cc(NC(=O)CSc2nnc(COc3cccc(C)c3C)n2C)no1,-1.7,-6,8,-0.4,4,19,0,-1,1
CCOC(=O)c1c2ccc(OCC(=O)N/N=C/c3ccc(C)cc3)cc2n2ccccc12,-1.4,-19,6,-2.7,0,.,1,12,4
CCOC(=O)c1csc(NC(=O)c2ccc(S(=O)(=O)N(CC)CC)cc2)n1,-1.1,-3,3,0.9,-11,50,-4,-1,-5
NC(=O)c1ccc(C(F)(F)F)n(Cc2cccc(Cl)c2)c1=O,-2.2,-2,6,-3.9,-10,-11,-2,3,5
Cc1ccc(NC(=O)Cn2nc(C)c3ccccc3c2=O)c(C)c1,-0.4,-6,6,-0.9,-2,30,-8,0,0
CCN1CCN(c2c(Cl)cccc2NC(=O)c2ccco2)CC1,-0.2,-18,-2,-3.5,4,-6,1,1,1

# Pulled one by one from the entries so far, three records:
SMILES,VIM-2 inhibitor,p-CIP stab down,IDE cell activ,IMP-1 inh,DNA FID counter,SUMO HTRF inh,PfM18AAP inh,HCV NS3 hel inh,IDE inh
CC1(C)C/C(=C(/C#N)C(N)=O)CCO1,-1.4,8,1,-2.2,2,-9,-1,-1,5
Cc1cc(CNC(=O)[C@H]2C[C@@H]2[C@H](NP(=O)(c2ccccc2)c2ccccc2)c2ccccc2)nn1C,-1.2,-1,.,-3.5,-49,31,1,-1,6
NC(=O)c1ccc(C(F)(F)F)n(Cc2cccc(Cl)c2)c1=O,-2.2,-2,6,-3.9,-10,-11,-2,3,5

# Full records, quoted from the list. Order of values: VIM-2 inhibitor	p-CIP stab down	IDE cell activ	IMP-1 inh	DNA FID counter	SUMO HTRF inh	PfM18AAP inh	HCV NS3 hel inh	IDE inh
# COc1cc(CCCN2C(=S)NC[C@@H]2Cc2ccccc2)cc(OC)c1OC is listed as -3.5	-9	1	-4.5	-34	-3	2	-5	2
# COc1ccccc1-n1c(COc2ccccc2-c2ccccc2)nnc1SCC(=O)c1c(N)n(C)c(=O)n(C)c1=O is listed as -4.4	-12	1	-3.0	-3	16	2	0	1

# (next part)
SMILES,VIM-2 inhibitor,p-CIP stab down,IDE cell activ,IMP-1 inh,DNA FID counter,SUMO HTRF inh,PfM18AAP inh,HCV NS3 hel inh,IDE inh
CCOC(=O)c1nnn(-c2nonc2N)c1-c1ccc(Cl)cc1,-3.5,-10,4,-3.0,-14,-3,6,2,-3
O=C(Nc1ccc(Cl)c(S(=O)(=O)Nc2ccccc2Cl)c1)c1cccs1,-3.1,-5,-1,-2.0,-4,11,-1,0,-3
COc1cccc(/C=N/n2c(SC)nnc2-c2ccccc2)c1OC,-3.0,-4,1,-1.9,-11,26,2,2,-3
CCn1c(=S)sc2c(=O)n(CC(=O)Nc3ccc(OC)c(Cl)c3)c(C)nc21,-4.2,-15,10,-1.4,4,-2,1,-14,-2
CCN(CC)C(=O)N1CCN(C)CC1,-0.8,5,0,-0.5,-3,0,-2,-10,-4
O=C1CC(c2cccc([N+](=O)[O-])c2)c2c(ccc3ccccc23)N1 (stereo unspecified),-1.0,-8,-1,-2.3,-5,20,-8,-7,2
Cc1cc(C)n2nc(-c3ccc(F)cc3)nc2n1,-0.7,3,7,-1.7,0,-15,0,1,2
Cc1cccc(N2CC(C(=O)Nc3nnc(SCCN4CCOCC4)s3)CC2=O)c1 (stereo unspecified),-4.4,4,3,-1.8,-46,0,7,10,2

# Ordered by the number under IDE cell activ (descending): 3 from the list above
molecule | VIM-2 inhibitor | p-CIP stab down | IDE cell activ | IMP-1 inh | SUMO HTRF inh | PfM18AAP inh | HCV NS3 hel inh | IDE inh
CCOC(=O)c1nnn(-c2nonc2N)c1-c1ccc(Cl)cc1 | -3.5 | -10 | 4 | -3.0 | -3 | 6 | 2 | -3
COc1cccc(/C=N/n2c(SC)nnc2-c2ccccc2)c1OC | -3.0 | -4 | 1 | -1.9 | 26 | 2 | 2 | -3
CCN(CC)C(=O)N1CCN(C)CC1 | -0.8 | 5 | 0 | -0.5 | 0 | -2 | -10 | -4
